# SW480 rerep: DNA re-replication induction in SW480 cells. SW480 DNA re-replication, Hoechst DNA content imaging, 48 h. Potency, µM (series often up to 46.1 µM), without a hit: top-dose re-replication activation, most hits filed as activators. hit rate 1.8% among 340,000. AID 624297; further: potency means the concentration at half of the fitted maximal effect; % of control where 0% means no effect; nearly all actives have a fitted effect of over 55% in size
#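 Cells (250 per well) received 23 nL compound or DMSO by pin tool and were kept 48 hr at 37 C, 5% CO2. Nuclei were then stained with Hoechst for 40 min and scanned for DNA content.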
# KB-V1 cytotox: kills drug-selected multidrug resistant KB-V1 cells. KB-V1 MDR cells viability, CellTiter-Glo, 72 h. Potency, µM (series often up to 46.1 µM), for the others: at the top dose activity change, negative = cytotoxicity, hits mostly cytotoxic. hit rate 3.4% among 400,000. AID 1347076; further: potency means the concentration at half of the fitted maximal effect; on the % scale 0 is the no-effect control and ±100 the full control effect; nearly all actives have a fitted effect of over 60% in size
#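 Compound-treated KB-V1 multidrug-resistant cells, 72 h, 37 degrees C; viability by CellTiter-Glo. Fitted qHTS curves give the values.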
# HT1080 IDH1KD tx: kills HT-1080 cells with IDH1 knockdown; HT-1080 IDH1 knockdown viability, ATP luminescence, 48 h; Potency, µM (doses to about 46.1 µM), without a hit: at the highest dose activity, negative = toxicity, most hits filed as cytotoxic; hit rate 2% among 360,000; AID 686971;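 further: potency means the concentration at half of the fitted maximal effect; 0% = DMSO wells and -100% = cell-free medium wells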
#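 HT-1080-IDH1KD cells (IDH1 knocked down), 750/well in RPMI with 5% FBS, treated with compound 48 h at 37 degrees C. Viability by CellTiter-Glo luminescence, normalised to DMSO and no-cell wells; concentration-response curves classed.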
# WRN helicase inh: inhibitors of human WRN helicase; Q14191; WRN helicase unwinding, fluorescent forked duplex, kinetic; Potency, µM (highest dose often 114 µM), without a hit: at the highest dose activity change, negative = inhibition, hits mostly inhibitors; hit rate 0.46% among 360,000; further: potency means the concentration at half of the fitted maximal effect; on the % scale 0 is the no-effect control and ±100 the full control effect; nearly all actives have a fitted effect of over 55% in size
# Target sequence (Q14191 whole entry, looked up): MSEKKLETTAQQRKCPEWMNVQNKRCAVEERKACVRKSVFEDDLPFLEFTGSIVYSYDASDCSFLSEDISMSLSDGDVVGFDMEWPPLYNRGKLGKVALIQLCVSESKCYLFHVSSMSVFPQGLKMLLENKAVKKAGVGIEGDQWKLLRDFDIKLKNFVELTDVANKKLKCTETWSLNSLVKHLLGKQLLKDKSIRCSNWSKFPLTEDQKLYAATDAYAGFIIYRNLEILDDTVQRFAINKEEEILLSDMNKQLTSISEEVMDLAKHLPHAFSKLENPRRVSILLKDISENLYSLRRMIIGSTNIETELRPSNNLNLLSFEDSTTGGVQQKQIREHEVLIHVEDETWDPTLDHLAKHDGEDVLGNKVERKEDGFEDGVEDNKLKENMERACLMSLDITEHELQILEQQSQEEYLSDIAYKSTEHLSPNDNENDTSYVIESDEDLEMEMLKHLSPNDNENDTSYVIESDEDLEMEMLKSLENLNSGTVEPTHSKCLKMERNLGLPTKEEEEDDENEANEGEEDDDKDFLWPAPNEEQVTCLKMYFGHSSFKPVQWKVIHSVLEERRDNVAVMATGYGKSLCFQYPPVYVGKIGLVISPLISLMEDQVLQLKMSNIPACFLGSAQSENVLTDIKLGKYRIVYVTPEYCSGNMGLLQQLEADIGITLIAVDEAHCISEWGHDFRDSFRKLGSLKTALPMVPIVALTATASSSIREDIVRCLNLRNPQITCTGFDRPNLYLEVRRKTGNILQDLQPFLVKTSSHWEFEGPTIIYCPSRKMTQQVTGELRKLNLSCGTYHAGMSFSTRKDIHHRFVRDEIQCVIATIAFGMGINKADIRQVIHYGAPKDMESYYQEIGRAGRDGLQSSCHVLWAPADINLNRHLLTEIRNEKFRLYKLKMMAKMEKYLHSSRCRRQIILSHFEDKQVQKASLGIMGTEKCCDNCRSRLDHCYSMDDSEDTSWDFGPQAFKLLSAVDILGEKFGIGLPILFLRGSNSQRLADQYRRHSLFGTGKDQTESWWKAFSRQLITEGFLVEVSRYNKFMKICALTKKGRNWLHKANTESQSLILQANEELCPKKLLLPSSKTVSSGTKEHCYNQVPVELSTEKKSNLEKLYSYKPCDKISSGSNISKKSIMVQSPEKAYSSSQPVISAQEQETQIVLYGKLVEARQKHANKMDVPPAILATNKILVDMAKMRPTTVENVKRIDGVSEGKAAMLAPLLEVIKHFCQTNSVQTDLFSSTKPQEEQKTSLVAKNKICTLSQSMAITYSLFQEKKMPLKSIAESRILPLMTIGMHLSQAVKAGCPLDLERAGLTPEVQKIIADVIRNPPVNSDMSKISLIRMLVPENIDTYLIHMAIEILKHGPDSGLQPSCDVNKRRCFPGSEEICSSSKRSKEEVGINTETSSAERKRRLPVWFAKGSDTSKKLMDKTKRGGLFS
#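 WRN at 20 nM final preincubated with compound 15 min at room temperature; reaction started with 100 nM fluorophore/quencher forked duplex oligonucleotide and 2 mM ATP final. Unwinding followed kinetically by red fluorescence (ex 525, em 598 nm).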
# IL1B secr inh: blocks inflammasome-driven IL-1 beta release; hit rate 4.7% among 360,000; activity change, % at 57.5 µM; THP-1 LPS/ATP IL-1B secretion, AlphaLISA, 16 h; active compounds read low; in the data active means activity change below about -50%; inconclusive means mostly about -30% to -49%; further: on the % scale 0 is the no-effect control and ±100 the full control effect
#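 THP-1 cells pretreated 1 hr with compounds (up to 57.5 uM final), then stimulated with LPS (250 ng/mL final) plus ATP (1.25 mM final); secreted IL-1B measured by AlphaLISA after 16 hr, decreased signal indicating inhibition.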
# ATXN2 expr inh: reduces ATXN2 reporter expression in HEK-293 cells. HEK-293 ATXN2-luciferase reporter, luminescence, 24 h. hit rate 0.72% among 360,000. Potency, µM (titrated, usually from 57 µM), for the others: top-dose activity change, negative = inhibition, actives largely listed as inhibitors; further: potency means the concentration at half of the fitted maximal effect; on the % scale 0 is the no-effect control and ±100 the full control effect; nearly all actives have a fitted effect of over 55% in size
#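 qHTS (up to 57 uM final) was run with 24 h compound exposure of reporter cells at 37 °C. Each well was multiplexed: SteadyGlo luminescence measured ATXN2-luciferase expression after a fluorogenic Gly-Phe-AFC viability readout (25 uM final).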
# MCF10A rereplic: induces DNA re-replication in MCF 10a normal breast cells. MCF 10A DNA re-replication, Hoechst nuclear intensity, 48 h. Potency, µM (titrated, usually from 46.1 µM), for inactives: top-dose activity, positive = re-replication, usual class: activators. hit rate 2.9% among 350,000. AID 624296; further: potency means the concentration at half of the fitted maximal effect; % of control where 0% means no effect; nearly all actives have a fitted effect of over 50% in size
# HT1080NT lethal: kills 2HG-producing HT-1080-NT fibrosarcoma cells; HT-1080-NT fibrosarcoma viability, CellTiter-Glo ATP luminescence, 48 h; Potency, µM (series often up to 46.1 µM), inactives show at the top dose activity, negative = less viability, actives largely listed as cytotoxic; hit rate 1.6% among 360,000; AID 686970;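 further: NT is the 2HG producing partner of a matched IDH1 knockdown line; potency means the concentration at half of the fitted maximal effect; 0% = DMSO-treated cells and -100% = media-only wells without cells; nearly all actives have a fitted effect of over 55% in size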
#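 Compounds were tested in concentration-response format on HT-1080-NT cells for 48 hours at 37 degrees C. Cell viability came from CellTiter-Glo luminescence; curves were classified by r2, response magnitude and activity.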
# KB-3-1 tox: KB-3-1 parental cell cytotoxicity; hit rate 1.4% among 400,000; Potency, µM (highest dose often 46.1 µM), for inactives: top-dose activity change, negative = cytotoxic, most hits filed as cytotoxic; KB-3-1 viability, CellTiter-Glo ATP luminescence, 72 h; further: potency means the concentration at half of the fitted maximal effect; on the % scale 0 is the no-effect control and ±100 the full control effect; nearly all actives have a fitted effect of over 60% in size
#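 Multi-concentration cytotoxicity screen in KB-3-1 cells grown in DMEM lacking phenol red with 10% FBS. After 72 h at 37 °C with compound, ATP-dependent luminescence was recorded.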
# * marks the source's active call; other numbers are inactive results; ? = inconclusive; nt = not tested or not shown; [ ] = another dose, or the depositor's remark. Unless noted, the call rests on the fitted dose curve; in most records, active means well fitted curve in the direction sought with a large enough effect; inconclusive means small, poorly fitted or top-dose-only effect, or another doubt; inactive means no such curve, though single readings can be large; an effect the other way counts as inactive or inconclusive.
SMILES,SW480 rerep,KB-V1 cytotox,HT1080 IDH1KD tx,WRN helicase inh,IL1B secr inh,ATXN2 expr inh,MCF10A rereplic,HT1080NT lethal,KB-3-1 tox
COc1ccc(NC(=O)CSc2nnc(-c3ccncc3)n2CC2CCCO2)c(OC)c1 (stereo unspecified),-16.4%,3.3%,24.2%,-7.4%,-25.3,-4.7%,0.3%,17.2%,-4.3%
COc1ccc(OC)c(S(=O)(=O)N2CCN(c3ccc(F)cc3)CC2)c1,4.4%,-9.8%,1.1%,-10.2%,-1.9,nt,-8.9%,-6.7%,0.0%
CN(Cc1ccccc1)S(=O)(=O)c1ccc(NS(=O)(=O)Cc2ccccc2)cc1,2.5%,0.0%,-16.6%,-8.5%,-12.0,-14.6%,?,-2.3%,-14.8%
Cc1ccc(S(=O)(=O)NN2C(=O)/C(=C/c3cccc(F)c3)SC2=S)cc1,-10.0%,-6.1%,9.5%,-15.7%,9.8,-0.5%,?,2.6%,-1.2%
O=C(COc1ccc(CO)cc1)Nc1ccc(F)cc1,-2.3%,0.6%,5.3%,-9.3%,0.1,44.3%[activator],-4.1%,4.5%,2.7%
CCOc1ccc(C(C)=O)cc1CSc1nnc(-c2cccs2)n1CC1CCCO1 (stereo unspecified),-0.9%,-10.3%,1.5%,7.5%,?,3.7%,0.1%,3.6%,1.0%
COc1ccc(/C=C\C(=O)c2c(O)ccc3c(C)cc(=O)oc23)cc1OC,?,20.6µM*,?,-12.0%,-69.8*,-1.5%,?,?,16.4µM*
O=S(=O)(NC(=NCc1ccccc1)c1ccccc1F)c1ccccc1,-67.8%[inhibitor],0.0%,0.3%,3.7%,20.6,-0.1%,-13.3%[9.22 µM],1.2%,15.6%
Cc1ccc(C(C)C)c2oc(=O)cc(-c3ccc(-c4ccc(C(F)(F)F)cc4)cc3)c12,-10.2%,?,11.3%,3.2%,0.0,-0.2%,-4.6%,8.7%,-0.7%
CCCC(c1nnnn1Cc1ccco1)N1CCN(c2cc(Cl)ccc2C)CC1 (stereo unspecified),1.7%,?,?,-5.5%,-1.5,-13.8%,25.1µM*,-9.2%,?
CC(C)NC(=O)NC(=O)COC(=O)c1ccccc1Oc1ccccc1,6.8%,-11.1%,-15.9%,2.6%,5.9,-6.8%,13.4%,-19.6%,-1.3%
CN(Cc1nccs1)C(=O)c1ccc2nc(Cc3ccccc3F)oc2c1,2.0%,-15.6%,1.0%,-8.9%,-9.3,51.0%[activator],0.1%,2.1%,-16.2%
CCCNc1nc2c(c(=O)n(C)c(=O)n2C)n1CCc1ccccc1,-6.9%,-32.7%,-10.8%,-10.0%,-23.5,-20.4%,11.3%,?,-28.8%
CCOC(=O)N1CCC(NS(=O)(=O)c2ccc3c(c2)oc(=O)n3C)CC1,-5.6%,-21.6%,1.1%,-2.3%,17.5,6.9%,23.8%,0.1%,-5.2%
CCc1nnc(NC(=O)CCC(=O)Nc2ccc(Cl)cc2)s1,-16.3%,4.3%,-0.4%,-4.2%,-0.9,-4.7%,0.6%,6.1%,-8.9%
Cc1ccccc1N=C1SCCN1C(=O)CN1C(=O)NC2(CCCC2)C1=O,-4.6%,-2.1%,-17.5%,1.7%,13.0,-18.3%,14.7%,-13.3%,16.6%
CC(C)CNS(=O)(=O)c1ccc(CCC(=O)N2CCN(Cc3ccc4c(c3)OCO4)CC2)cc1,13.7%,?,-24.9%,-6.5%,?,-18.7%,?,-4.8%,-0.8%
CC1CCCCN1C(=O)Cn1cc(C#N)c2ccccc21 (stereo unspecified),-1.8%,-4.8%,-5.8%,2.8%,12.4,2.6%,5.2%,-4.7%,0.5%
CCCCC(c1nnnn1CCOC)N1CCN(CC)CC1 (stereo unspecified),13.0%,0.0%,9.0%,-5.3%,2.6,-5.5%,2.3%[9.22 µM],0.7%,-0.4%
CCOC(=O)c1oc2ccccc2c1NC(=O)CN1CCOCC1,?,-8.4%,0.6%,3.0%,0.0,13.0%,?,0.4%,8.8%
COc1cccc(C2C(C(=O)c3ccc(C)o3)=C(O)C(=O)N2c2cc(C)on2)c1 (stereo unspecified),?,-8.6%,1.0%,-2.7%[57.1 µM],0.0,-4.5%,9.2%,-0.4%,23.0%
CCN(Cc1nc(-c2ccc(OC)c(OC)c2)no1)C(=O)c1ccoc1C,-50.9%,-3.0%,16.1%,5.1%,-1.6,-2.8%,2.2%,-9.9%,17.8%
O=C(c1ccc2ccccc2c1)N1CCN(c2ccc(O)cc2)CC1,6.0%,23.1µM*,-10.9%,1.4%,1.6,-28.7%,?,-8.4%,21.1%
Cc1noc(C)c1COc1cccc(C(=O)Nc2cccnc2)c1,2.6%,?,24.7%,-0.5%,0.3,14.4%,-3.3%,-7.5%,-16.6%
CC(C)c1ccc(C(=O)N2CCCC(c3cc(C(=O)Nc4ccc5c(c4)OCO5)no3)C2)cc1 (stereo unspecified),nt,?,-10.8%,-3.3%[57.1 µM],-4.9,-4.1%,nt,-19.4%,-25.6%
# Carrying on.
SMILES,SW480 rerep,KB-V1 cytotox,HT1080 IDH1KD tx,WRN helicase inh,IL1B secr inh,ATXN2 expr inh,MCF10A rereplic,HT1080NT lethal,KB-3-1 tox
Cc1ccc(-c2nnc(SCC(=O)NCC3CCCO3)n2C)cc1 (stereo unspecified),?,-6.6%,-22.0%,5.3%,2.1,-21.3%,15.8%,-14.0%,-1.3%
CSc1nc2c(c(=O)n1-c1ccc(C)cc1)SCC2,-6.1%,-15.2%,-0.4%,8.9%,?,11.1%,-0.7%,-0.7%,-6.3%
CCC(=O)Nc1ccc(NC(=O)c2cccc3c(Br)cccc23)cc1,-7.6%,?,-2.6%,-4.3%,15.4,nt,16.0%,3.3%,-4.0%
CCC(C(N)=NCCc1ccc(OC)c(OC)c1)c1ccccc1 (stereo unspecified),-1.0%,19.7%,-27.0%,-2.2%,-3.3,-9.9%,-3.1%,-18.4%,-12.6%
O=C(CN1C(=O)/C(=C\c2ccccc2Cl)Sc2ccccc21)NCCCN1CCOCC1,18.4µM*,-18.6%,?,-0.5%,?,-31.1%,18.4µM*,?,-6.3%
CN(C(=O)c1cccc(NC(=O)Cc2cccc(NC(=O)C3CCCN(C(=O)c4ccccc4)C3)c2)c1)C1CCC1 (stereo unspecified),9.5%[9.22 µM],26.9%,6.2%,-7.6%,0.0,-6.8%,?,4.3%,9.1%
Cc1cc(N2CCCCCC2)n2nc(C)c(-c3ccccc3)c2n1,-5.3%,0.4%,1.1%,-2.6%,0.0,-23.1%,16.3%,5.0%,?
O=C(CCN1C(=O)/C(=C/c2cccs2)SC1=S)Nc1cccc(C(=O)O)c1,11.6%,3.6%,-12.5%,-21.4%,-10.4,-19.8%,-0.2%,-22.3%,-9.6%
O=C(Nc1cccnc1)Nc1ccc2c(c1)OCO2,-8.5%,0.0%,-24.4%,0.7%,3.8,nt,0.2%,-14.5%,-23.4%
COc1cc2c(cc1OC)C(c1ccc(C(F)(F)F)cc1)CC(=O)N2 (stereo unspecified),-3.1%,-6.9%,-26.8%,1.1%,100.6,-8.2%,16.5%,-26.4%,3.8%
O=C(N/N=C/C1=Cc2ccccc2OC1)c1ccncc1,18.4µM*,1.6%,3.0%,-7.0%,-3.4,3.0%,?,5.4%,5.4%
CC(C)(C)NS(=O)(=O)c1ccc(NC(=O)C2CC(=O)N(CCc3ccc(F)cc3)C2)cc1 (stereo unspecified),2.0%,5.1%,-6.3%,-12.7%,7.5,-5.0%,-0.3%,-6.3%,-3.4%
COc1ccc(CCN2C(=O)CC(N3CCC(C(N)=O)CC3)C2=O)cc1OC (stereo unspecified),-54.3%,2.6%,10.6%,4.1%,nt,14.6%,3.7%,22.4%,4.7%
O=C(O)c1ccc(CP(=O)(c2ccccc2)c2ccccc2)cc1,-3.6%,-1.1%,3.7%,-7.1%,17.3,nt,8.4%,8.7%,6.1%
O=C(Nc1cccc(-c2nc3ccccc3[nH]2)c1)c1ccco1,14.1%,?,0.7%,9.1%,0.0,24.0%,4.5%,8.1%,8.4%
COC(=O)c1cc(=O)n(Cc2ccc(F)cc2)c(=NCc2ccc(F)cc2)s1,-7.3%,-14.5%,9.3%,3.2%,2.3,8.3%,?,13.8%,-9.0%
O=C(CSc1nnc2ccccn12)NC(=O)NC1CCCCC1,-8.3%,0.0%,1.2%,-0.2%,49.4,13.0%,-5.9%,7.4%,7.0%
O=C(CSc1nc2ccccc2[nH]1)Nc1nc(-c2ccc(Br)cc2)cs1,-0.9%,-10.6%,?,-0.3%,-14.1,-19.6%,?,-26.0%,-1.5%
CC(C(O)C12CC3CC(CC(C3)C1)C2)N1CCCCC1 (stereo unspecified),-2.6%,2.4%,-2.2%,3.3%,0.0,-11.6%,?,1.5%,-2.0%
O=C(CN1C(=O)S/C(=C\C=C\c2ccccc2)C1=O)Nc1ccc(O)cc1,1.4%,2.3%,3.1%,-5.7%,-53.8*,47.0%[activator],2.1%,8.9%,-5.9%
Cc1ccccc1S(=O)(=O)c1c(C)cc(-c2ccccc2)[nH]c1=O,4.4%,?,3.4%,-1.6%,0.0,12.6%,6.8%,2.5%,5.7%

# 3 structures out of the list, arranged by formula weight, rising.
SMILES,SW480 rerep,KB-V1 cytotox,HT1080 IDH1KD tx,WRN helicase inh,IL1B secr inh,ATXN2 expr inh,MCF10A rereplic,HT1080NT lethal,KB-3-1 tox
O=C(Nc1cccnc1)Nc1ccc2c(c1)OCO2,-8.5%,0.0%,-24.4%,0.7%,3.8,nt,0.2%,-14.5%,-23.4%
Cc1cc(N2CCCCCC2)n2nc(C)c(-c3ccccc3)c2n1,-5.3%,0.4%,1.1%,-2.6%,0.0,-23.1%,16.3%,5.0%,?
CC(C)(C)NS(=O)(=O)c1ccc(NC(=O)C2CC(=O)N(CCc3ccc(F)cc3)C2)cc1 (stereo unspecified),2.0%,5.1%,-6.3%,-12.7%,7.5,-5.0%,-0.3%,-6.3%,-3.4%

# Screening data from PubChem BioAssay.
